HCV inh = inhibitors of hepatitis C virus infection. Huh7.5.1 HCVcc-Cre infection, luciferase reporter, 44 h. Potency, µM (top dose mostly 41.8 µM), for the others: at the highest dose activity change, negative = inhibition, hits mostly inhibitors. 340,000 compounds, 3.4% hits. AID 651820; also: potency is read from the fitted curve at half-maximal effect; % is scaled to controls: 0 for no effect and ±100 for the full control effect
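Seed cells (1,000/well) for 4 h; treat with compound and infect with HCVcc-Cre, moi about 0.5. Incubate 44 h, then detect luciferase activity.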
Shiga inhibitor = inhibitors of Shiga toxin in Vero cells; Vero cells, Shiga toxin protein synthesis inhibition reporter; inhibition, % at 38.7 µM; 290,000 compounds, 9.2% hits; AID 2315; in the data active = inhibition mostly above about 28%, no sharp cut-off; inactive = mostly below about 43%; also: 0% is about no effect
Pf growth 96h = P. falciparum growth inhibition at 96 hour, primary screen for plastid delayed-death inhibitors; 320,000 compounds, 6.9% hits; P. falciparum luciferase reporter growth, 96 h; Potency, µM (doses to about 28.7 µM), for inactives: top-dose activity change, negative = inhibition, actives largely listed as inhibitors; also: potency is read from the fitted curve at half-maximal effect; % is scaled to controls: 0 for no effect and ±100 for the full control effect
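Erythrocytes infected with luciferase-expressing P. falciparum were dispensed at 2% hematocrit and 0.05% parasitemia (final), then incubated with compounds 96 hours at 37 C in 5% CO2. Luminescence after detection reagent addition reported growth.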
Cycloheximide cs = counter-screen hit for Shiga toxin inhibitors, cycloheximide; max response, %; 300,000 compounds, 12% hits; AID 2314; cell reporter, cycloheximide protein synthesis inhibition counterscreen; in the data active = max response mostly above about 13%, no sharp cut-off; inactive = mostly below about 14%; also: read at 38.3 µM for the half of the compounds with a filed dose; 0% is about no effect
Giardia FBPA inh = Giardia lamblia aldolase inhibition; A8B2U2; purified Giardia FBPA; Potency, µM (doses to about 59.6 µM), for inactives: top-dose activity, negative = inhibition, most hits filed as inhibitors; 290,000 compounds, 0.71% hits; AID 2451; also: potency is read from the fitted curve at half-maximal effect; % is scaled to controls: 0 for no effect and ±100 for the full control effect; nearly all actives have a fitted effect of over 55% in size
Target sequence (A8B2U2 whole entry, looked up): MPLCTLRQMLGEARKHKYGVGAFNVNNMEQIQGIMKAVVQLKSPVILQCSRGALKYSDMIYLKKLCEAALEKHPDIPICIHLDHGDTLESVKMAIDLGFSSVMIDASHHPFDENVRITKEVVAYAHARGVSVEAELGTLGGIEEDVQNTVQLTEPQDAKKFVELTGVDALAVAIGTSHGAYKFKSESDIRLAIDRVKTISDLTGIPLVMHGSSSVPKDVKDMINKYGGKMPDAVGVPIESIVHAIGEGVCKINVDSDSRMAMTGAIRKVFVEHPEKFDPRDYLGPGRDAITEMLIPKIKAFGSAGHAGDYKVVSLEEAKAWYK
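Giardia FBPA (40 nM reagent) was preincubated 10 min at RT with compound (up to 57.5 uM final), then substrate plus GAPDH/TPI/NAD/arsenate coupling system with diaphorase/resazurin was added; resorufin fluorescence (525/598 nm) was read after 20 min.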
Pf growth 48h = inhibits P. falciparum growth in the first generation, 48 h; P. falciparum luciferase growth in erythrocytes, 48 h; Potency, µM (doses to about 28.7 µM), for the others: top-dose activity change, negative = inhibition, actives largely listed as inhibitors; 310,000 compounds, 5.9% hits; also: potency is read from the fitted curve at half-maximal effect; % is scaled to controls: 0 for no effect and ±100 for the full control effect
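Firefly luciferase activity from engineered P. falciparum reports growth; inhibitors lower the luminescent signal. Cultures contained 2% hematocrit erythrocytes at 0.1% final parasitemia.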
Numbers without * were called inactive; ? = inconclusive; . = no result given; [ ] = dose if it differs, or a comment. Unless noted, calls follow the shape of the dose curve; as a rule, active = well fitted curve in the direction sought with a large enough effect; inconclusive = small, poorly fitted or top-dose-only effect, or another doubt; inactive = no such curve, though single readings can be large; an effect the other way counts as inactive or inconclusive.

SMILES | HCV inh | Shiga inhibitor | Pf growth 96h | Cycloheximide cs | Giardia FBPA inh | Pf growth 48h
COc1ccc(-c2csc3ncnc(Oc4ccc5c(C)cc(=O)oc5c4)c23)cc1 | -7% | -10 | 25% | -3 | -1% | 24%
Cc1nnc(Nc2ccc(O)cc2)[nH]c1=O | 14µM* | -6 | 50%[activator] | -3 | -18% | 16%
Cc1cc(C(=O)O)ccc1[N+](=O)[O-] | 38%[activator] | . | ? | . | . | 19%
COc1cc(/C=N/Nc2nc(C)cc(=O)[nH]2)ccc1OC(=O)c1cccnc1 | 7% | 2 | -27% | 1 | -7% | -1%
COc1cccc(NC(=O)COc2ncnc3sc(C)c(C)c23)c1 | 0% | 16 | . | -1 | -3% | 18%
COc1cc(C(=O)O[C@H]2CC(C)=CC[C@@]3(C)CC[C@@](O)(C(C)C)[C@H]23)ccc1O | 21% | -7 | ? | -1 | -5% | ?
CCn1c(SCC(=O)Nc2nccs2)nnc1-c1ccco1 | 11% | -6 | ? | -5 | -3% | ?
CCc1ccc(-n2c(O)cnc2Nc2nc(C)cc(C)n2)cc1 | 1% | -17 | -103% | -7 | -13% | .
CN1CCN(C(=O)CN2C(=O)CC(C)(C)S(=O)(=O)c3ccccc32)CC1 | 17% | 2 | . | -1 | -3% | .
CC(C)(C)c1ccc(OCCCC(=O)NNC(=O)c2ccccc2O)cc1 | ? | . | ? | . | . | ?
Cc1ccc(NS(=O)(=O)c2ccc3c(c2)oc(=O)n3C)cc1F | -3% | -16 | ? | -6 | 6% | .
C#C[C@]1(OC(C)=O)CCC2C3CCC4=CC(=O)CC[C@@H]4C3CC[C@@]21C (stereo partly drawn) | ? | -4 | -2% | -1 | -4% | 23%
C/C(=N\NC(=O)c1c[nH]c2ccccc12)c1ccc2c(c1)OCO2 | -14% | 42* | 5.9µM* | 29* | 1% | ?
Cn1c(=O)cc(SCC(=O)NCc2cccnc2)c2ccccc21 | 2% | -3 | -15% | -3 | -13% | 13%
Cc1cc(C)c(S(=O)(=O)NCC(=O)O)cc1C | 6% | -6 | . | -4 | 13% | -3%
Cc1ccccc1C(=O)Nc1c(-c2cccs2)c(=O)c2ccccc2n1C | 7% | -7 | 1% | -1 | -3% | 2%
O=C(c1ccco1)N1CCN(Cc2cc(=O)c(OCc3cccc(F)c3)co2)CC1 | 14% | . | ? | . | . | ?
O=C1C(CSCc2ccccc2)NC(=S)N1c1ccccc1 (stereo not drawn) | -18% | -1 | -6% | -1 | 3% | ?
Nc1c(N2CCCCC2)c(=O)[nH]c(=O)n1-c1ccccc1 | 7% | -6 | -3% | 1 | -1% | 1%
CCc1ccc(Oc2coc3cc(OC(=O)c4cc5ccccc5oc4=O)ccc3c2=O)cc1 | 2% | 23 | ? | 12 | 2% | 38%[activator]
COCCCn1c(C)c(C(C)=O)cc(NC(=O)c2ccccc2)c1=O | -2% | -8 | 39%[activator] | 16 | -4% | 247%[activator]
COc1ccc(/C=C/C(=O)Nc2cccc(S(=O)(=O)NC3=NCCCCC3)c2)c(OC)c1 | ? | . | ? | . | . | ?
COc1cc2c(cc1OC)CN(C(=O)c1cccc([N+](=O)[O-])c1)CC2 | ? | -1 | 19% | -1 | 6% | 13%
CC(=O)Nc1ccc(S(=O)(=O)Nc2ccccc2C(=O)N2CCCCCC2)cc1 | 10% | 13 | -5% | -5 | -3% | -6%
Cc1cc(C)n(S(=O)(=O)c2ccc3ccccc3c2)n1 | ? | 1 | -29% | 7 | -1% | 4%

The last six entries of the section before lead into the next:
SMILES | HCV inh | Shiga inhibitor | Pf growth 96h | Cycloheximide cs | Giardia FBPA inh | Pf growth 48h
CCc1ccc(Oc2coc3cc(OC(=O)c4cc5ccccc5oc4=O)ccc3c2=O)cc1 | 2% | 23 | ? | 12 | 2% | 38%[activator]
COCCCn1c(C)c(C(C)=O)cc(NC(=O)c2ccccc2)c1=O | -2% | -8 | 39%[activator] | 16 | -4% | 247%[activator]
COc1ccc(/C=C/C(=O)Nc2cccc(S(=O)(=O)NC3=NCCCCC3)c2)c(OC)c1 | ? | . | ? | . | . | ?
COc1cc2c(cc1OC)CN(C(=O)c1cccc([N+](=O)[O-])c1)CC2 | ? | -1 | 19% | -1 | 6% | 13%
CC(=O)Nc1ccc(S(=O)(=O)Nc2ccccc2C(=O)N2CCCCCC2)cc1 | 10% | 13 | -5% | -5 | -3% | -6%
Cc1cc(C)n(S(=O)(=O)c2ccc3ccccc3c2)n1 | ? | 1 | -29% | 7 | -1% | 4%
O=C(CN1CCN(c2ccccn2)CC1)Nc1cccc(S(=O)(=O)N2CCOCC2)c1 | -10% | 2 | ? | 1 | 0% | ?
COc1cc(NC(=O)COc2ccccc2Cl)ccc1NC(=O)C(C)C | ? | 38 | 12% | 0 | -1% | -13%
O=C(O)CN1C(=O)C(=O)N(Cc2ccc(C(F)(F)F)cc2)C1=O | 12% | -7 | 30% | -2 | -4% | -10%[0.00184 µM]
Cc1c(NC(=O)C(C)N(c2ccccc2)S(C)(=O)=O)c(=O)n(-c2ccccc2)n1C (stereo not drawn) | -20% | 21 | 14% | -2 | 1% | 30%
O=[N+]([O-])c1ccc(Cl)c(/C=N/N2CCN(Cc3ccc(Cl)cc3)CC2)c1 | 6% | -15 | ? | 5 | 1% | .
CCCNC(=O)c1ccccc1C(=O)NC1(C(=O)NCCC)CCCC1 | 11% | -3 | 57%[activator] | -2 | 2% | 2%
COc1ccc2c3n([n+]([O-])c2c1)CCN=C3c1ccc(Cl)cc1 | 13% | . | 56%[activator] | . | . | -16%
CC(=O)NC1=NC(=O)/C(=C/c2cc(C)n(-c3cccc(C(=O)O)c3)c2C)S1 | 17% | -8 | ? | 1 | -1% | 0%
Cc1onc(-c2c(F)cccc2Cl)c1C(=O)NCc1ccccc1 | 14% | 7 | ? | -7 | 0% | -12%
COC(=O)c1c(NC(=O)COC(=O)Cn2cnc3ccccc32)sc2c1CCCC2 | ? | 1 | 58%[activator] | 1 | -3% | 19%
CCOC(=O)c1cc(-c2ccccc2)sc1NC(=O)CC(C)C | -15% | -15 | 7.4µM* | -5 | 2% | ?
Cc1ccc2nc(-c3ccc(NS(=O)(=O)c4c(C)n(C)c(=O)n(C)c4=O)cc3)sc2c1 | ? | 121* | 231%[activator] | 67* | -6% | 274%[activator]
N#Cc1c(-c2ccccc2)nc(SCC(=O)NC2CCCCC2)[nH]c1=O | 11% | -2 | 17% | -6 | 29% | -6%
Cc1ccc(/C=N/NC(=O)c2nnn(-c3nonc3N)c2C(C)C)o1 | 8% | -3 | -10% | 9 | . | -10%
Cc1cc(C)cc(N2CC(O)Cn3c2nc2c3c(=O)[nH]c(=O)n2C)c1 (stereo not drawn) | -18% | -7 | -3% | 2 | 9% | 2%[0.00184 µM]
O=C(Nc1cccc2ncccc12)c1cccc(Br)c1 | -15% | 6 | ? | -1 | 13% | -2%
CSc1ccc(/C=C(/NC(=O)c2ccco2)C(=O)N2CCOCC2)cc1 | 7% | -9 | ? | -3 | . | -1%
COc1ccccc1-c1noc(-c2ccncc2)n1 | -26% | 64* | . | 27* | 7% | 125%[activator]
COc1cccc(OC)c1C(=O)Nc1sc2c(c1C#N)CCC2 | -17% | 10 | -18% | 1 | -8% | -20%
O=C(CN1CCc2ccccc2C1)Nc1ccccc1Cl | 3% | -12 | ? | -1 | -13% | -8%
COCc1cc(C)nc2sc(C(=O)NC3CCCCC3)c(N)c12 | 11% | 12 | ? | 11 | -6% | ?
CCCCNC(=O)COc1ccccc1C(=O)c1cc(C#N)c(=O)n(CCOC)c1 | 4% | -6 | ? | -4 | -2% | -20%
Cc1cccc(NC(=S)/N=C(\N)Nc2nc(C)c3cc(C)ccc3n2)c1 | ? | -5 | ? | -2 | 7% | ?
COc1ccc(CCC(=O)NCCOc2ccc(C)cc2)cc1 | 26% | 3 | 48%[activator] | -1 | 1% | -2%
Cc1ncoc1C(=O)NC1CCCc2c1cnn2-c1ccc(C(C)(C)C)cc1 (stereo not drawn) | . | -1 | 8% | 4 | 4% | ?

Reprinted at random: 4 compounds from above
SMILES | HCV inh | Shiga inhibitor | Pf growth 96h | Cycloheximide cs | Giardia FBPA inh | Pf growth 48h
Cc1ccc2nc(-c3ccc(NS(=O)(=O)c4c(C)n(C)c(=O)n(C)c4=O)cc3)sc2c1 | ? | 121* | 231%[activator] | 67* | -6% | 274%[activator]
Cc1onc(-c2c(F)cccc2Cl)c1C(=O)NCc1ccccc1 | 14% | 7 | ? | -7 | 0% | -12%
COc1ccccc1-c1noc(-c2ccncc2)n1 | -26% | 64* | . | 27* | 7% | 125%[activator]
Cc1ccc(/C=N/NC(=O)c2nnn(-c3nonc3N)c2C(C)C)o1 | 8% | -3 | -10% | 9 | . | -10%

Look-ups from above:
CSc1ccc(/C=C(/NC(=O)c2ccco2)C(=O)N2CCOCC2)cc1 in Pf growth 48h is listed with -1%
N#Cc1c(-c2ccccc2)nc(SCC(=O)NC2CCCCC2)[nH]c1=O in HCV inh is listed with 11%
COc1cccc(NC(=O)COc2ncnc3sc(C)c(C)c23)c1 in HCV inh is listed with 0%

Following part:
SMILES | HCV inh | Shiga inhibitor | Pf growth 96h | Cycloheximide cs | Giardia FBPA inh | Pf growth 48h
O=C(CSc1nc2cccnc2n1Cc1ccccc1)NC1CCCCC1 | -29% | -4 | ? | -3 | -15% | 10µM*
CCOC(=O)C1CCN(C(=O)C(C)N(c2ccc(Oc3ccccc3)cc2)S(C)(=O)=O)CC1 (stereo not drawn) | 10µM* | 3 | ? | -2 | -2% | ?
Cc1cc(C)nc(SCC(=O)N2CCOCC2)n1 | 4% | -10 | -11% | -1 | -1% | .
Cc1cc(OCC(=O)OCC(=O)Nc2cccnc2Cl)ccc1Cl | -21% | . | 21% | . | . | ?
O=C(CSc1ccc(-c2ccco2)nn1)N1CCCCC1 | 10% | 62* | 12% | 61* | 13µM* | 40%[activator]
O=C(Cn1nnc(-c2ccccc2F)n1)OCC(=O)c1ccccc1 | 10% | -7 | 13% | 7 | 11% | 13%
C=CCSc1nc(C)cc2c1C(=O)OC2 | 16% | -15 | ? | 18 | -6% | 12%
O=C1CC(NC(=O)C(F)(F)F)=NN1c1ccccc1 | 13% | 3 | 5% | -6 | -3% | 11%
Cc1ccc(S(=O)(=O)N2CCCC2C(=O)Nc2cc(C)on2)cc1 (stereo not drawn) | 5% | 14 | 26% | -2 | 5% | 4.7µM*
CC(C)CCNC(=O)CO/N=C/c1ccccc1OC(F)F | 9% | -7 | -3% | -2 | 3% | 19%
COc1cccc(-c2nc(N3CCCC3)c3ccccc3n2)c1O | 5µM* | -3 | 18% | 1 | 4% | 0%
CC(C)OC(=O)c1cccc(C(=O)O)n1 | -15% | -10 | 41%[activator] | -2 | -23% | -1%
N#Cc1ccccc1S(=O)(=O)N1CCN(CC(O)c2ccccc2)CC1 (stereo not drawn) | 8% | -6 | ? | 10 | ? | ?
O=C(CC1Oc2ccccc2NC1=O)NCc1ccc(Cl)cc1 (stereo not drawn) | 20% | -18 | -26% | -3 | -3% | .
Cc1oc2cc3oc(=O)c(CCC(=O)NCc4ccccn4)c(C)c3cc2c1C | ? | 7 | ? | -3 | -3% | -8%
Cc1cn2c(-c3cccnc3)nnc2s1 | 26% | 13 | -20% | -4 | -2% | 25%
COc1cccc(-c2csc(N3CCN(C(=O)C4CCCCC4)CC3)n2)c1 | 5% | 2 | 22% | -3 | -17% | -10%
COc1ccccc1OC(=O)c1cc(Cl)nc2ccccc12 | 2% | -3 | 30% | -2 | 4% | 14%
COc1ccc(OC)c(S(=O)(=O)N2CCC(C(=O)Nc3cccc(C)c3)CC2)c1 | -14% | -3 | ? | 8 | 2% | .
COc1cccc(/C=c2\s/c(=C\C(=O)C(C)(C)C)[nH]c2=O)c1 | -1% | -6 | -18% | 1 | 0% | -13%
CCOc1ccc(NC(=O)NNC(=O)c2ccc(Cl)cc2Cl)cc1 | -20% | 14 | ? | -2 | 3% | 9%

Screening data: PubChem BioAssay, National Center for Advancing Translational Sciences (NCATS)
